Bioassay records: PubChem, several laboratories
GPR55 activation: GPR55 agonists via beta-arrestin recruitment, primary screen, imaging, U2OS cells, beta-arrestin-GFP redistribution (AID 1961); G-protein coupled receptor 55 (Homo sapiens); U2OS GPR55 beta-arrestin-GFP redistribution imaging; higher % means a stronger effect; activation, % at 10 µM, or EC50 in µM where a hit was titrated; hit rate 0.048% among 290,000;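 active means activation above 40% with more than 50 cells counted in the well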;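 further: U2OS osteosarcoma cells stably expressing GPR55 and beta-arrestin-GFP; plate controls were DMSO negative control for no effect and LPI positive control for full effect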
Myeloid diff MLP: induction of myeloid progenitor differentiation, primary screen, cell-based, flow cytometry, MLPCN library | hit rate 1% among 360,000 | ER-HoxA9 myeloid progenitors, lysozyme-GFP differentiation | AID 624256, 2012 | calls only at 10 µM;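 active means normalized GFP-positive differentiation at or above the plate's own cutoff, the solvent-only control mean plus 3 SD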;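 further: cells exposed to compound for four days before flow analysis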
GPR55 LPI antagonism: GPR55 antagonists blocking LPI-driven arrestin recruitment, primary screen, imaging, U2OS, beta-arrestin-GFP, LPI agonist (AID 2013). G-protein coupled receptor 55 (Homo sapiens). U2OS GPR55 beta-arrestin-GFP translocation imaging, LPI antagonism; higher % means a stronger effect. one-dose inhibition, % at 10 µM; IC50 in µM for titrated hits. hit rate 0.13% among 290,000;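 active means spots per cell inhibited over 60%, with over 100 cells counted and total cytoplasm intensity under 500,000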;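 further: U2OS cells stably carrying GPR55 and arrestin-GFP stimulated by 5 µM LPI near EC80; imaged beta-arrestin-GFP aggregate spots per cell after agonist stimulation; plate controls were LPI-stimulated DMSO wells for no effect and DMSO wells without LPI for full effect; some results filed as inactive read as strong as hits; confirmed hits need IC50 under 10 µM and bright autofluorescent wells are also inconclusive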
HEK293 NOD2/NF-kB: NOD2 signaling inhibitors, cell-based, luminescence, uHTS, HEK293 (AID 1566); inhibition, % at 4 µM, or EC50 in µM where a hit was titrated; HEK293 NOD2/NF-kB luciferase reporter, luminescence; higher % means a stronger effect; hit rate 0.63% among 290,000; further: many of its hits are not listed in these tables
HIV fusion peptide: inhibitors of HIV fusion peptide binding, primary screen, biochemical, uHTS, fluorescence dequenching (AID 1986); inhibition, % at 20 µM; hits with a dose series show IC50 in µM; hit rate 0.3% among 290,000; cell-free peptide binding, fluorescence dequenching, 30 min; higher % means a stronger effect; in the data active means inhibition mostly above about 52%, no sharp cut-off; inactive means mostly below about 76%; further: some results filed as inactive read as strong as hits
GPR35 arrestin U2OS: GPR35 antagonists blocking zaprinast-driven arrestin recruitment, primary screen, imaging, U2OS, beta-arrestin-GFP, zaprinast agonist (AID 2058); G-protein coupled receptor 35 (Homo sapiens); one-dose inhibition, % at 10 µM; IC50 in µM for titrated hits; U2OS GPR35 beta-arrestin-GFP translocation imaging, zaprinast antagonism; higher % means a stronger effect; hit rate 0.052% among 290,000;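 active means inhibition of at least 50% with at least 30 cells and total cytoplasm GFP at most 10,000,000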
NOD1 inhibition: NOD1 signaling inhibitors, primary screen, cell-based, luminescence, uHTS (AID 1578); NOD1-driven NF-kB luciferase reporter cells, luminescence; higher % means a stronger effect; one-dose inhibition, % at 4 µM; EC50 in µM for titrated hits; hit rate 1% among 290,000; in the data active means inhibition mostly above about 36%, no sharp cut-off; inactive means mostly below about 34%;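 further: HEK-293T reporter cells stimulated with the NOD1 agonist gamma-tri-DAP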
KOR beta-arrestin-1: KOR agonists, beta-arrestin recruitment, primary screen, cell-based, luminescence, uHTS (AID 1777); hit rate 0.02% among 280,000; activation, % at 10 µM, or EC50 in µM where a hit was titrated; KOR beta-arrestin recruitment, luminescence; higher % means a stronger effect; in the data active means activation above about 50%, passing the limit was not always enough; further: a part of the inactive calls stands beside numbers as strong as those of hits
KOR beta-arrestin-2: KOR antagonists, beta-arrestin recruitment, cell-based, luminescence, uHTS (AID 1778); KOR beta-arrestin recruitment, luminescence, antagonist mode; higher % means a stronger effect; inhibition, % at 10 µM; hits with a dose series show IC50 in µM; hit rate 0.091% among 290,000; further: strong numbers were not always called active
Myeloid diff MLP GFP+ MAC1+ %: recorded beside Myeloid diff MLP, whose call it bears; GFP+ MAC1+ double positive, %; measured here: differentiation confirmed by MAC1 staining
Active calls of the source: *; i = inactive; x = no result given; & = joins results of further samples; [ ] = another dose, or the depositor's remark. Unless noted, no stated cut-off is given here; in the data, active means inhibition above about 50%; inactive means the rest.

SMILES	GPR55 activation	Myeloid diff MLP	Myeloid diff MLP GFP+ MAC1+ %	GPR55 LPI antagonism	HEK293 NOD2/NF-kB	HIV fusion peptide	GPR35 arrestin U2OS	NOD1 inhibition	KOR beta-arrestin-1	KOR beta-arrestin-2
O=C(CCN1C(=O)c2ccccc2C1=O)N1CCN(Cc2ccccc2)CC1	-0.4%	i	8.3	19%	4%	-1.0%	11%	-19%	-2.1%	4%
C=CCN1C(=O)C2(OCCCO2)c2cc(C)ccc21	-0.1%	i	0.7	2%	-16%	2.4%	9%	-10%	-1.8%	8%
Cc1cc(C)cc(NC(=S)N2CCN(S(C)(=O)=O)CC2)c1	0.3%	i	0.2	13%	6%	-0.1%	-9%	-31%	2.2%	-10%
Nc1ccccc1C(=O)N(Cc1ccccc1)Cc1ccccc1	-0.2%	i	0.9	-5%	10%	2.0%	3%	-18%	-4.3%	-4%
CCOC(=O)c1cc(C(=O)n2cc(Cl)cn2)nn1C	-0.4%	i	0.4	6%	9%	-0.7%	-12%	-19%	4.7%	28%
Cc1[nH]c2ccccc2c1/C=N/NC(=O)c1cc(-c2ccccc2)n[nH]1	-0.2%	i	0.2	-14%	14%	-2.4%	-8%	-5%	3.6%	-19%
CCN(CC)c1ccc(CN2CCC(C(=O)NCc3ccc(C)cc3)CC2)cc1	-0.1%	i	0.6	14%	7%	-2.8%	16%	15%	x	-152%[20 µM]
COc1ccc(-n2ncc3c2CC(C)(C)CC3NC(=O)c2ccc(OC)o2)cc1 (centres undefined)	0.3%	i	4.1	6%	20%	1.9%	-5%	-15%	-2.4%	-26%
Cc1cc2c(c(=O)o1)C(CC(C)C)C(C#N)=C(N)O2 (centres undefined)	-0.2%	i	0.6	-10%	11%	-3.0%	-3%	17%	8.1%	-19%
Cn1c(=O)c2c(nc(NCc3ccccc3)n2CC(=O)NCc2ccccc2)n(C)c1=O	-0.1%	i	0.8	-1%	0%	-3.2%	-2%	-10%	x	x
CCCOc1ccc(C(CC(=O)O)NC(=O)Cc2ccccc2)cc1 (centres undefined)	-0.3%	i	0.3	0%	5%	-1.1%	-10%	-14%	-3.7%	5%
O=C(COC(=O)Cc1ccc(Cl)cc1)Nc1ccc(OC(F)F)cc1	-0.1%	i	0.6	0%	11%	-1.6%	-12%	-29%	-2.7%	37%
CCOc1ccc(-n2c(SCC(=O)Nc3ccc(OC)cc3OC)nc3c(c2=O)SCC3)cc1	0.2%	i	1.0	3%	17%	-2.6%	24%	13%	3.8%	-33%
O=C(O)COCC(=O)Nc1ccc2c(c1)oc1ccccc12	0.0%	i	0.7	-5%	4%	-0.1%	-3%	1%	-1.9%	-2%
COC(=O)COc1ccc(/C=C2/NC(=O)N(CC(=O)OC)C2=O)cc1	0.4%	i	0.5	8%	12%	-1.7%	-23%	-29%	0.1%	8%
Cn1c(=O)c2c(nc(SCC(=O)N3CCc4ccccc43)n2Cc2ccccc2)n(C)c1=O	0.2%	x	x	22%	19%	-2.2%	1%	-10%	-8.6%	3%
CC(=O)c1cnc2c(-c3ccccc3)c(-c3ccccc3)nn2c1C	-0.2%	i	0.1	11%	6%	-1.2%	6%	-17%	-3.1%	11%
CC(=O)Nc1ccc(S(=O)(=O)N2CN(c3ccc(C)cc3)c3nc4ccccc4nc32)cc1	-0.1%	i	1.1	9%	3%	3.0%	-7%	-40%	7.8%	2%
CCc1ccccc1NC(=O)CN(c1ccc(OC)cc1OC)S(=O)(=O)c1ccccc1[N+](=O)[O-]	-0.1%	i	0.8	17%	4%	-0.2%	9%	-42%	-3.6%	-3%
CCCCN1C[C@H](Cc2ccccc2)[C@@H](CC(=O)NCc2ccc(OC)cc2)C1=O	0.9%	i	1.7	9%	10%	0.9%	-7%	-25%	2.4%	-35%[20 µM]

Given as comma-separated lines: entries from further up.
Compound,GPR55 activation,Myeloid diff MLP,Myeloid diff MLP GFP+ MAC1+ %,GPR55 LPI antagonism,HEK293 NOD2/NF-kB,HIV fusion peptide,GPR35 arrestin U2OS,NOD1 inhibition,KOR beta-arrestin-1,KOR beta-arrestin-2
CCN(CC)c1ccc(CN2CCC(C(=O)NCc3ccc(C)cc3)CC2)cc1,-0.1%,i,0.6,14%,7%,-2.8%,16%,15%,x,-152%[20 µM]
COc1ccc(-n2ncc3c2CC(C)(C)CC3NC(=O)c2ccc(OC)o2)cc1 (centres undefined),0.3%,i,4.1,6%,20%,1.9%,-5%,-15%,-2.4%,-26%
Cc1cc2c(c(=O)o1)C(CC(C)C)C(C#N)=C(N)O2 (centres undefined),-0.2%,i,0.6,-10%,11%,-3.0%,-3%,17%,8.1%,-19%
Cn1c(=O)c2c(nc(NCc3ccccc3)n2CC(=O)NCc2ccccc2)n(C)c1=O,-0.1%,i,0.8,-1%,0%,-3.2%,-2%,-10%,x,x
CCCOc1ccc(C(CC(=O)O)NC(=O)Cc2ccccc2)cc1 (centres undefined),-0.3%,i,0.3,0%,5%,-1.1%,-10%,-14%,-3.7%,5%
O=C(COC(=O)Cc1ccc(Cl)cc1)Nc1ccc(OC(F)F)cc1,-0.1%,i,0.6,0%,11%,-1.6%,-12%,-29%,-2.7%,37%

Further compounds follow.
SMILES	GPR55 activation	Myeloid diff MLP	Myeloid diff MLP GFP+ MAC1+ %	GPR55 LPI antagonism	HEK293 NOD2/NF-kB	HIV fusion peptide	GPR35 arrestin U2OS	NOD1 inhibition	KOR beta-arrestin-1	KOR beta-arrestin-2
C/C(=N\NC(=O)c1ccco1)c1ccc(NC(=O)c2ccccc2)cc1	-0.2%	i	0.8	15%	-19%	-1.8%	9%	-21%	-3.6%	12%
CCn1c(Cc2ccccc2)nnc1SCC(=O)NC1CCCC1	-0.1%	i	0.8	6%	5%	0.9%	3%	-16%	-2.5%	-26%
Cc1cccc(C)c1N(C(=O)c1ccco1)C(C(=O)NC1CCCC1)c1ccncc1 (centres undefined)	0.7%	i	1.1	4%	9%	-1.4%	4%	-25%	-2.6%	5%
OC(CNC1CCCC1)COc1c(F)cc(Br)cc1F (centres undefined)	0.7%	i	1.4	11%	8%	0.2%	-12%	-9%	-2.2%	3%
COCC(C)NC(=O)c1cccc([N+](=O)[O-])c1 (centres undefined)	-0.2%	i	0.2	-2%	16%	1.1%	9%	-22%	0.7%	-3%
CCN1CCN(C(=O)c2nn(-c3ccc(C)cc3)c(=O)c3c2c2ccccc2n3C)CC1	-0.1%	i	0.8	4%	7%	-0.9%	1%	-17%	-1.8%	-23%
COc1ccc(OCC(O)Cn2c(=N)n(CCN3CCCCC3)c3ccccc32)cc1 (centres undefined)	-0.2%	i	2.8	11%	-8%	1.5%	10%	-4%	x	x
COc1cc2cc(-c3ccc(O)cc3O)nc(C)c2cc1OC	0.0%	i	0.6	2%	-2%	-1.7%	13%	-12%	-4.3%	-24%
O=c1oc2c3c4c(cc2s1)CCCN4CCC3	-0.1%	i	0.7	-21%	2%	27%	0%	-3%	-0.7%	-1%
NC(=O)C1CCN(c2nc(C3CC3)nc3c2nnn3Cc2ccccc2Cl)CC1	0.4%	i	0.5	-8%	13%	-1.5%	9%	11%	5.4%	-35%
COc1ccc(S(=O)(=O)n2nc(-n3c(C)ccc3C)c3c(F)cccc32)cc1OC	-0.2%	i	0.8	-15%	-16%	0.7%	-2%	7%	3.7%	2%
OC(CNc1nc2ccccc2s1)c1ccccc1 (centres undefined)	-0.1%	i	0.4	-13%	-22%	4.9%	-5%	-24%	0.6%	21%
O=C(NC1CC1)c1ccc(S(=O)(=O)NC2CCCCCC2)cc1	0.1%	i	2.5	1%	18%	0.9%	-4%	20%	-0.9%	-9%
COCCCN=C1NN=C(c2cc(C)n(-c3ccccc3F)c2C)CS1	-0.3%	i	0.8	-2%	-10%	-2.5%	5%	10%	5.4%	-121%
CCN=C1SC(CC(=O)Nc2ccccc2)C(=O)N1CC (centres undefined)	-0.2%	i	0.6&0.6	-1%	22%	1.1%	9%	-1%	-2.7%	11%
CC(C)OC(=O)COc1ccc(-c2ccccc2)cc1	-0.1%	i	2.2	-4%	6%	3.6%	-15%	11%	9.5%	-26%
CCN(CC)Cc1cc(CC(C(N)=O)C(N)=O)ccc1OC	-0.3%	i	0.3	3%	8%	4.4%	1%	11%	-6.7%	-2%
Brc1ccc(Cn2c(-c3cncs3)nc3ccccc32)cc1	-0.4%	i	0.6	-8%	-35%	-0.5%	8%	-42%	-0.6%	10%
CCOC(=O)c1ccccc1NC(=O)Cc1c(C(=O)O)n(C)c2ccccc12	-0.2%	i	0.3	3%	17%	4.0%	-10%	-18%	-2.0%	42%
Cn1c(=O)oc2cc(S(=O)(=O)Nc3cccc4c3CCCC4)ccc21	-0.2%	i	0.7	1%	12%	1.3%	-5%	12%	27%	10%
CS(=O)(=O)c1ccccc1C(=O)Nc1cccc(-c2nc3ccccc3o2)c1	-0.1%	i	0.6	-12%	10%	-0.6%	4%	-24%	-1.9%	-18%
CSc1ccc(C(=O)N2CCC(CCC(=O)NC3CC3)CC2)cc1	-0.1%	i	0.7	11%	-3%	3.1%	8%	2%	4.9%	-24%
CCC(C)c1ccc(C(CC)NC(=O)C2CCCO2)cc1 (centres undefined)	-0.2%	i	0.8	-10%	11%	-0.4%	0%	58%	-2.1%	-18%[20 µM]
COC(=O)c1cc(C(C)=O)c(C)[nH]c1=O	-0.1%	i	0.7	20%	12%	-1.3%	-8%	-19%	x	-3%[20 µM]
COc1ccc(NC(=O)c2ccc3c(c2)C(=O)N(CC2CCCO2)C3=O)c(OC)c1 (centres undefined)	0.1%	i	0.4	66%	0%	1.0%	1%	-17%	-3.9%	-26%
O=C(CN1CCOc2ccccc21)N1CCCC1	0.8%	i	1.1	10%	-8%	1.5%	-14%	-18%	1.1%	14%
CCCCN(Cc1cc2ccccc2[nH]c1=O)S(=O)(=O)c1ccc(C)cc1	-0.3%	i	8.8	-5%	21%	-0.7%	0%	19%	-4.2%	-23%[20 µM]
Cc1cc(NC(=S)N(CCN2CCCCC2)Cc2ccco2)ccc1Cl	-0.4%	i	0.4	1%	-1%	-0.6%	-3%	1%	12%	26%
Cc1cc(C(=O)NN)c(Cl)cc1Cl	1.0%	i	0.2	1%	-5%	-2.0%	6%	-9%	-2.3%	8%
COc1cc(OC)cc(C(=O)NCC(=O)OCc2cc(=O)oc3cc(OC)ccc23)c1	0.5%	i	0.4	13%	13%	1.9%	-6%	-6%	0.7%	10%

Not all compounds are listed (hit frequency here may not be typical).
